Screens: PubChem, Sanford-Burnham Center for Chemical Genomics
NLRP3 yeast inh: NALP3 inflammasome inhibitors in reconstituted yeast, primary screen, luminescence, uHTS; Yeast reconstituted NLRP3/ASC/caspase-1, beta-gal luminescence, 24 h; inhibition, % at 10 µM; 330,000 tested, 0.39% active; AID 2825, 2010;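 active = inhibition of 50% or more; inactive = inhibition below 50%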;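 note: plate controls were induced DMSO wells for no effect and uninduced yeast grown without galactose for full effect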
tim23-1 inh: growth inhibitors of tim23-1 mutant yeast, primary screen, luminescence, uHTS; S. cerevisiae tim23-1 growth, BacTiter-Glo luminescence, 24 h; inhibition, % at 20 µM; 330,000 tested, 1.3% active;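 active = growth inhibition of the mutant yeast at or above 50%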;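 note: temperature-sensitive mutant grown at 25 °C; plate controls were DMSO-treated mutant yeast for no effect and medium wells lacking yeast for full effect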
tim10-1 inh: growth inhibitors of tim10-1 mutant yeast, primary screen, luminescence, uHTS | AID 463190, 2010 | S. cerevisiae tim10-1 ts strain growth, BacTiter-Glo, 24 h | inhibition, % at 20 µM | 330,000 tested, 2.2% active;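 active = inhibition of at least 40%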;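 note: mutant grown at 25 °C; 0% = DMSO wells with yeast and 100% = wells holding no yeast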
APJ agonist: agonists of human apelin receptor APJ, primary screen, CHO-K1 cells, PathHunter beta-arrestin, luminescence. P35414. 0% DMSO wells, 100% apelin. activation, % at 20 µM. 330,000 tested, 0.11% active;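 active = activation more than six SD over the plate average, tested at 20 µM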;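 note: 0% = DMSO alone and 100% = apelin-13 at 10 nM; some results filed as inactive read as strong as hits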
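Assay system: engineered CHO-K1 APJ arrestin reporter cells; Amount: 1000 CHO-K1 reporter cells seeded per well; Dosing: one dose, 20 µM compound, 1% DMSO; Times: compound stimulation 90 min at 25 °C, detection 60 min; Measured by: luminescent beta-gal fragment complementation, chemiluminescent substrate; Read-out: APJ–arrestin association signal; Controls: DMSO vs Apelin-13 10 nM.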
XBP1 UPR activ: activators of adaptive XBP1 UPR arm, primary screen, cell-based, CHO-XBP1 luciferase reporter, luminescence, uHTS; IRE1-XBP1 UPR activation; percent of tunicamycin response, DMSO as zero; activation, % at 20 µM; 330,000 tested, 0.33% active;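 active = versus positive control, 20 µM dose yields 30% or more activation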;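 note: 100% = tunicamycin at 10 µg/mL and 0% = DMSO only wells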
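Material: CHO-XBP1 cells stably carrying IRE1-XBP1-driven luciferase reporter / Amount: 1000 cells per well / Compound: 20 µM, 1% DMSO / Times: 6 h treatment, 37 °C / Detection: luciferase luminescence / Measure: % activation of reporter signal versus tunicamycin and DMSO controls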
TIM10 inh: growth inhibitors of isogenic TIM10 control yeast, primary screen, counter-screen for tim10-1 yeast inhibitor project, luminescence, uHTS | 330,000 tested, 1.4% active | S. cerevisiae TIM10 strain growth, BacTiter-Glo luminescence, 24 h | AID 463195, 2010 | inhibition, % at 10 µM;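 active = inhibition of 40% or more at the single tested concentration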;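 note: wild-type TIM10 isogenic control strain grown at permissive 25 °C; 0% = DMSO yeast wells and 100% = minimal medium wells without yeast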
Mdm2 MdmX PPI: inhibitors of human Mdm2-MdmX association, primary screen, cell-based, luminescence, split luciferase, SaOS-2, uHTS | Protein Mdm4 (Homo sapiens) + E3 ubiquitin-protein ligase Mdm2 (Homo sapiens), … | 330,000 tested, 3% active | SaOS-2 split-luciferase Mdm2/MdmX complementation | inhibition, % at 8 µM;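 active = inhibition of at least 50% at 8 µM in the primary screen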
Target sequence (O15151 whole entry, looked up): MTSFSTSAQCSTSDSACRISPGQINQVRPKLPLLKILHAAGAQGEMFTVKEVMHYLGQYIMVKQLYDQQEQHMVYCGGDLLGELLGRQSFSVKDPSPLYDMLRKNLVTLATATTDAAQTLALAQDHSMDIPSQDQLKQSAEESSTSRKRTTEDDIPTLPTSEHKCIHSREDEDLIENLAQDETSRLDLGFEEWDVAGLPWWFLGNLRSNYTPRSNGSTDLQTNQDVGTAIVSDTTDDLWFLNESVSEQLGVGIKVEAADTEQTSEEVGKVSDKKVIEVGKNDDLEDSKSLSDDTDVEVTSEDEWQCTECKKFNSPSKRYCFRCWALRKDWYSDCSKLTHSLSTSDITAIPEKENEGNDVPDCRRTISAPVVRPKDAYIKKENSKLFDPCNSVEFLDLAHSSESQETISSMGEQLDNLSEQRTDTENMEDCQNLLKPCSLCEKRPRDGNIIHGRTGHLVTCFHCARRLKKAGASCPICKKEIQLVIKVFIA
Target sequence (Q00987 whole entry, looked up): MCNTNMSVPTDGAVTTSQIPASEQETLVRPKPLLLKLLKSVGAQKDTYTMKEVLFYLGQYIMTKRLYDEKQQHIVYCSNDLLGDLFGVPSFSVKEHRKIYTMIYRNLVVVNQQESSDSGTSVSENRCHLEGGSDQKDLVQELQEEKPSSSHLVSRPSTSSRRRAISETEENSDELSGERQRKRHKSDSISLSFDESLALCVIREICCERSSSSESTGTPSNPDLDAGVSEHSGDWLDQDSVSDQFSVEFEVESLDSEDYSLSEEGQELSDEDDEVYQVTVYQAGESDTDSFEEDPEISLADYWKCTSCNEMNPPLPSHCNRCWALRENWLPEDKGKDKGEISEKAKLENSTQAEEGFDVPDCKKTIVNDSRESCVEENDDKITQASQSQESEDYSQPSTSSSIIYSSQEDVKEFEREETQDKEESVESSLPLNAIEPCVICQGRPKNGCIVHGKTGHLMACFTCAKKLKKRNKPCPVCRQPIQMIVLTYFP
GRIN3A LBD mod: binders of NR3A ligand-binding domain, primary screen, biophysical, differential scanning fluorimetry, uHTS | 340,000 tested, 2.5% active | Tm shift relative to glycine control, % at 25 µM | Glutamate receptor ionotropic, NMDA 3A (GRIN3A) ligand-binding domain | NR3A LBD differential scanning fluorimetry, Tm shift; 0% = protein alone, 100% = glycine-bound protein;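 active = melting temperature shift of at least 10% of the positive control shift, at one fixed dose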
CHOP UPR activ: activators of apoptotic CHOP UPR arm, primary screen, cell-based, CHO-CHOP luciferase reporter, luminescence, uHTS; 330,000 tested, 0.34% active; AID 449763, 2010; UPR activation; percent of tunicamycin response over DMSO baseline; activation, % at 10 µM;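 active = at 10 µM dose, activation of 40% or more, normalized to positive control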;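 note: 100% = tunicamycin at 10 µg/mL and 0% = DMSO alone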
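assay system = CHO CHOP reporter cells | amount = 500 CHO-CHOP cells per well | buffer or medium = F12 with 10% FBS | incubation = 16-18 h cell attachment, then 6 h compound exposure, 37 °C | detection = luminescence read with Steady-Glo | read-out = percent activation relative to tunicamycin control | controls = tunicamycin high control, DMSO low control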
Numbers without * were called inactive; . = no result given.

SMILES	NLRP3 yeast inh	tim23-1 inh	tim10-1 inh	APJ agonist	XBP1 UPR activ	TIM10 inh	Mdm2 MdmX PPI	GRIN3A LBD mod	CHOP UPR activ
CCN1CCCC1CN(Cc1cc2cc(C)cc(C)c2[nH]c1=O)C(=O)Nc1ccccc1OC (stereo not drawn)	14	14	18	1	-4	2	12	3	-1.5
O=[N+]([O-])c1ccccc1NC(=S)N/N=C/c1ccc(O)c(O)c1	28	9	2	2	37*	-16	-18	4	21
CCOC(=O)c1c(CCl)nc2ccccc2c1C	-10	23	20	-3	1	6	17	-5	-0.3
COc1ccc(C(=O)NCCCn2ccnc2)cc1[N+](=O)[O-]	-1	-1	-10	-3	-1	-3	-4	-5	-1.1
CCC(=O)N1CCN=C1SCc1ccc(F)cc1	4	28	3	-4	0	0	13	1	-0.7
COC(=O)C(C)Oc1ccc2c(-c3cccc([N+](=O)[O-])c3)cc(=O)oc2c1 (stereo not drawn)	-5	4	11	2	-1	13	3	1	0.2
COc1cccc(-c2cc(C(=O)NCC3CCCO3)c3cc(C)cc(C)c3n2)c1 (stereo not drawn)	13	23	9	3	0	-9	-5	2	0.2
COc1cc(S(=O)(=O)Nc2cccc(C(=O)O)c2)c(OC)cc1Cl	-5	2	0	-2	1	-4	17	-2	-2.0
Cc1ccccc1Cn1ccc(=NCc2ccccc2)cc1	7	-7	6	-4	-2	-5	25	-3	-0.4
CCCN1C(=O)c2ccc(C(=O)Nc3cc(C)ccc3O)cc2C1=O	9	48	44*	-2	-3	3	-36	-1	2.3
O=C1[C@@H]2CSCN2C(=O)CN1CCc1cccc(F)c1	12	-1	13	0	-1	-7	8	2	-1.7
CC(C)C(NC(=O)CSc1ccc(Cl)cc1)C(C)C	24	12	12	-7	0	-6	14	-3	2.4
Cc1ccc(-n2c(SCC(=O)Nc3ccc4c(c3)OCCO4)nnc2-c2ccco2)cc1	1	10	10	-8	-5	6	32	-1	-3.6
Cc1csc(=Nc2cccnc2)n1Cc1ccco1	-17	14	27	-3	0	4	5	-1	-0.2
CC1(C)CC(=O)C=C(Nc2ccc3c(c2)OCCO3)C1	16	5	3	-4	-5	12	3	-1	-4.2
Cc1ccc(NC(=O)CCNS(=O)(=O)c2cccs2)cc1F	27	15	3	-1	1	7	-15	-3	9.6
O=C(Nc1ccc(Cc2ccncc2)cc1)C1CC1	13	11	2	2	-3	7	-10	-1	-0.9
COc1ccc(Nc2nc(Cl)c(C=O)s2)cc1	11	44	29	-4	2	46*	29	.	3.1
CCCCN(c1nc2ccccc2nc1Cl)S(=O)(=O)c1ccc(C)cc1	-9	18	-1	0	-3	-2	24	0	2.5
Cc1nc2cc(-c3ccc(Cl)cc3)nn2c(NCCN(C)C)c1C	28	14	26	6	10	19	36	1	3.3
S=c1[nH]nc(Cc2noc3ccccc23)n1-c1ccccc1	13	25	1	2	-2	0	-2	1	0.6
Cc1ccc(C)c(OCCC(=O)Nc2cc(S(=O)(=O)N3CCCCC3)ccc2C)c1	12	2	17	-2	-2	5	4	-4	0.0
CC(C)c1[nH]nc2c1C(c1ccc(OC(=O)c3ccco3)cc1)C(C#N)=C(N)O2 (stereo not drawn)	11	12	12	-5	1	14	22	5	-0.8
CCCN(C(=O)c1cn(-c2ccccc2)nc1-c1ccc(OC)cc1)C1CCS(=O)(=O)C1 (stereo not drawn)	16	8	17	5	4	5	2	-2	0.2

A different layout for part of the listing above.
SMILES | NLRP3 yeast inh | tim23-1 inh | tim10-1 inh | APJ agonist | XBP1 UPR activ | TIM10 inh | Mdm2 MdmX PPI | GRIN3A LBD mod | CHOP UPR activ
Cc1ccc(NC(=O)CCNS(=O)(=O)c2cccs2)cc1F | 27 | 15 | 3 | -1 | 1 | 7 | -15 | -3 | 9.6
O=C(Nc1ccc(Cc2ccncc2)cc1)C1CC1 | 13 | 11 | 2 | 2 | -3 | 7 | -10 | -1 | -0.9
COc1ccc(Nc2nc(Cl)c(C=O)s2)cc1 | 11 | 44 | 29 | -4 | 2 | 46* | 29 | . | 3.1

Later entries
SMILES	NLRP3 yeast inh	tim23-1 inh	tim10-1 inh	APJ agonist	XBP1 UPR activ	TIM10 inh	Mdm2 MdmX PPI	GRIN3A LBD mod	CHOP UPR activ
O=C(COc1ccccc1)OC(C(=O)c1ccccc1)c1ccccc1 (stereo not drawn)	-57	13	14	2	-1	7	-12	0	-1.2
CC1CCCCC1NC(=O)Cn1ncc2ccccc21 (stereo not drawn)	-6	-3	-17	-5	0	5	12	2	-0.8
CCOC(=O)N1CCN(S(=O)(=O)c2cc(Cl)c(OC)cc2Cl)CC1	10	30	26	1	0	13	25	-6	-1.8
CCCCCNC(=O)Cc1cc(=O)[nH]c(=O)[nH]1	6	-1	-11	-3	-1	-10	12	3	3.0
Cc1nc(Cl)nc(N(C)c2ccccc2)c1[N+](=O)[O-]	-25	38	23	-5	2	23	19	-1	-0.2
O=C(CC1SC(=O)N(c2ccccc2)C1=O)Nc1cccc2ccccc12 (stereo not drawn)	5	27	37	-2	0	34	-1	0	0.6
Cc1ccc(C2(C)NC(=O)N(CC(=O)Nc3ccc4c(c3)OCO4)C2=O)cc1 (stereo not drawn)	9	7	7	-3	0	2	-16	0	1.5
O=C(c1cccc(NS(=O)(=O)c2ccc(F)c(F)c2)c1)N1CCN(C(c2ccccc2)c2ccccc2)CC1	1	12	22	2	0	3	-24	10	-0.3
COc1ccc(CN2CCN(C)CC2)cc1OCc1ccccc1	1	8	10	-3	-2	-7	9	-1	-0.9
CN(C)/C=C/C(=O)/C=C/c1ccc(Cl)cc1Cl	14	21	13	-2	0	4	-31	-4	4.8
O=c1c(Cl)c(N/N=C/c2ccc(Br)cc2)cnn1-c1ccccc1	6	36	23	6	0	40*	16	13*	1.9
Nc1ccc(SCc2cccnc2)cc1	10	4	10	-3	-3	-11	2	0	1.9
CCN(CC)c1ccc(NC(=O)C2CCC(CNc3c(N4CCCC4)c(=O)c3=O)CC2)c(C)c1 (stereo not drawn)	-13	3	-4	-3	-1	-6	18	2	0.3
O=C(O)CCCn1cc(NC(=O)COc2ccc(F)cc2)cn1	22	5	-14	1	-1	-11	8	3	-1.2
COc1ccc(-c2cc(C(=O)Nc3c(C)n(C)n(-c4ccccc4)c3=O)c3ccccc3n2)cc1OC	0	2	-6	1	0	9	0	-2	1.3
Cc1ccc2c(c1)CN1CN2Cc2cc(C)ccc21	47	12	6	-1	2	-4	-1	-1	0.2
Cc1cc(C)c(C2=CC(c3ccccc3)n3ncnc3N2)cc1C (stereo not drawn)	18	9	23	5	3	2	15	.	0.1
CCOC(=O)C1CCN(C(=O)CSc2nccc(C)n2)CC1	8	15	4	-3	-3	-15	1	0	0.3
CCOC(=O)C(NC(=O)CC)(Nc1nc2c(s1)CCCC2)C(F)(F)F (stereo not drawn)	-15	11	12	-3	0	9	6	1	1.8
CC1CCN(Cc2c(C(=O)O)nnn2-c2nonc2N)CC1	5	1	0	-3	3	-16	9	1	0.1
COc1ccc(Br)cc1C(=O)NC(=S)Nc1ccc(Cl)c(C(=O)O)c1	15	28	14	-4	-4	10	17	-2	4.2
O=C(CSC1=NS(=O)(=O)c2ccccc2N1)NCc1ccc(F)cc1	4	5	-13	2	-1	-4	4	1	-2.2
CCOC(=O)Nc1ccc(S(=O)(=O)N(C)C(C)C)cc1	13	18	23	0	1	6	5	0	-0.9
O=C(COC(=O)C1CCC1)NCc1ccccc1Cl	9	3	4	-6	0	-3	2	0	-0.8
CC1(C)c2[nH]c3ccccc3c2C[C@H]2C(=O)N(Cc3cccc(F)c3)C(=O)N21	10	20	19	5	-1	26	12	-3	0.1
COc1ccc(CCn2c(N3CCOCC3)nc3c2c(=O)[nH]c(=O)n3C)cc1	3	28	5	-2	-2	4	-11	-1	-1.2
CC(=O)Nc1ccc(NS(=O)(=O)c2cn(C)c(=O)n(C)c2=O)cc1	0	7	-2	0	-3	-2	21	-1	1.7
CCN(C(=O)COC(=O)CSc1ccccc1)c1c(N)n(Cc2ccccc2)c(=O)[nH]c1=O	14	3	7	-1	-1	-8	-12	0	-1.7
Cc1ccc(C)n1-c1nn(S(=O)(=O)c2ccccc2)c2cccc(F)c12	-27	24	21	-2	-2	4	16	1	-1.0
COC(=O)c1ccn(CSc2cc(Cl)ccc2Cl)n1	16	10	10	-3	-1	0	6	1	1.3
C=CCSc1nnc(NC(=O)Cc2ccc(OC)c(OC)c2)s1	11	-24	-9	-3	-2	-15	15	1	-2.3
CCCOc1ccc(N2C(=O)C/C(=C\c3ccccc3)C2=O)cc1	10	-4	11	-1	-2	7	22	3	2.1
O=C(N/N=C/c1cccc([N+](=O)[O-])c1)c1cc(-c2ccc3c4c(cccc24)CC3)n[nH]1	8	0	33	-1	-2	24	4	18*	-1.1
O=C(OCc1ccccc1)c1ccccc1O	-3	-8	-14	-4	1	7	-7	-2	0.7
Cc1ccc(S(=O)(=O)c2nc(-c3ccccc3Cl)oc2N(C)C)cc1	34	44	37	-4	1	-2	56*	3	2.8
O=C(CC(NC(=O)c1ccccc1)c1ccccc1)Nc1cccc2ccccc12 (stereo not drawn)	6	8	11	-2	-1	11	-14	-2	-1.1
O=C(NCc1ccco1)c1ccccc1SCC(=O)N1CCCC1	22	-9	-19	-3	2	-20	3	3	0.6
Cc1onc(-c2c(Cl)cccc2Cl)c1C(=O)N1CCN(Cc2ccccc2)CC1	20	17	14	3	-8	-7	16	0	-0.3
CC(C)C(=O)OCc1cn(-c2ccc(Cl)c(Cl)c2)nn1	15	1	2	-3	-1	2	24	-2	2.8
COc1ccccc1C(=O)N1c2ccccc2Sc2ccccc21	3	45	18	-5	-1	22	27	-5	-0.5
Nc1cc(Cl)ccc1N1CCCCC1	-13	10	5	-3	5	6	-38	0	-2.3
Cc1ccc(S(=O)(=O)N2CCN(C(=O)COC(=O)c3oc4ccccc4c3C)CC2)cc1	-4	-14	-9	-5	5	-8	25	1	-1.3
CCC(C)[C@H](NC(=O)N1CC(=O)Nc2ccccc21)C(=O)N1CCC[C@H]1C(=O)O (stereo partly drawn)	-4	12	6	-3	2	2	14	-2	1.0
CNc1cc(CSc2ccc(Cl)cc2)nc(C)n1	-1	-4	-10	-4	1	-6	-35	-1	5.0
CCc1ccc(N2CC(C(=O)NCc3ccco3)CC2=O)cc1 (stereo not drawn)	9	6	11	0	-1	-2	6	-2	-0.9
